Assay outcomes (PubChem)
EWS-Fli block = EWS/Fli transcriptional activity inhibition | A673 NR0B1-luciferase reporter, viability-normalised | inhibition, % at 12.6 µM | actives 0.67% (n = 350,000) | AID 651661;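 active = mean inhibition of at least 50% after viability correction, with every replicate also passing that limit; inconclusive = mean reaches 50% but only one of two replicates passes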;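 note: firefly luciferase signal divided by Alamar Blue viability fluorescence both relative to DMSO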
ARNT TACC3 PPI = ARNT/TACC3 interaction disruption | Q9Y6A5 | AlphaScreen His-ARNT PAS-B/GST-TACC3 binding, luminescence; TACC3 fragment carries E629A point mutation | inhibition, % at 9.99 µM | actives 0.66% (n = 390,000) | AID 623870;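 active = mean inhibition of replicates at least 50% and at least half of replicates each reaching 50%; inconclusive = half or more replicates reach 50% but mean below 50%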;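 note: 0% = complete ARNT plus TACC3 wells and 100% = ARNT alone without TACC3; many hits fall short of the cut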
Casp6 inh = inhibitors of human caspase-6. P55212. purified caspase-6, Z-VEID-R110 cleavage fluorescence. inhibition, % at 12.5 µM. actives 0.53% (n = 350,000);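 active = mean inhibition across replicates at least about 35%, with every replicate also reaching that limit, limit read from the data; inconclusive = only one of the two criteria met; inactive = neither criterion met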;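 note: 0% = median of neutral control wells and 100% = no fluorescence left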
Target sequence (P55212 24-179 limits assumed): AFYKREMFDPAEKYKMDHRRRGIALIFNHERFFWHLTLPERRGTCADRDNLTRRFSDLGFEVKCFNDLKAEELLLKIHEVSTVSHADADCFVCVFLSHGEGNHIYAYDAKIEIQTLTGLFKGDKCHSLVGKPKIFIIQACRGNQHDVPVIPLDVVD
Target sequence (P55212 194-293 limits assumed): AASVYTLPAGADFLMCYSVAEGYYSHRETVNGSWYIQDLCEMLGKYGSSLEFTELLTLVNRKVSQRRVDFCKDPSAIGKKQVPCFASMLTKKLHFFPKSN
SIRT5 block = inhibitors of human sirtuin-5 desuccinylase | actives 1.1% (n = 330,000) | AID 652115 | Purified SirT5, succinyl-peptide AMC, trypsin-coupled fluorescence | inhibition, % at 15 µM; in the data active = inhibition above about 15%; inconclusive = no clear call, values can overlap the other calls
Target sequence (Q9NXA8 whole entry, looked up): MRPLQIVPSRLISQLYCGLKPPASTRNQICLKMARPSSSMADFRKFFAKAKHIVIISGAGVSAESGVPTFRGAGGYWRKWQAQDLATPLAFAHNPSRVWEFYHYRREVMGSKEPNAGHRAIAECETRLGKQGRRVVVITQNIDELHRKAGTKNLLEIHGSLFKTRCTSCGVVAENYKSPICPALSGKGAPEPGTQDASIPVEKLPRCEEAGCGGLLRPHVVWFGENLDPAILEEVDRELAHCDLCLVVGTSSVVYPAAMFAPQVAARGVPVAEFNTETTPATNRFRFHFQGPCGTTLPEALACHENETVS
PAX8 inh HTS = inhibitors of PAX8 transcriptional activity in RMG-I cells; inhibition, % at 12.6 µM; actives 1.2% (n = 360,000); RMG-I TPO-luciferase reporter, SteadyGlo, 24 h;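 active = mean replicate inhibition at least 60% with every replicate also reaching 60%; inconclusive = only one of the two criteria is met; inactive = mean below 60% and not all replicates reaching 60%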;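 note: luciferase light reporting Pax8 driven TPO promoter activity; plate controls were median of neutral control wells for no effect and mitoxantrone controls for full effect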
LGR2 antag = inhibitors of bursicon-induced Drosophila LGR2 receptor cAMP signaling | inhibition, % at 9.99 µM | HEK293 LGR2, CRE-luciferase, bursicon-stimulated, 4 h | AID 720647 | actives 0.35% (n = 380,000);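 active = drop in luminescence signal, shown as inhibition above about 50% in the replicate tests, limit read from the data, passing the limit was not always enough; inconclusive = probably only some replicates passing the limit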;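 note: agonist challenge used bursicon conditioned medium at about half maximal strength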
DENV2 CPE rescue = DENV2-induced cell death inhibition. DENV2-infected cells, cytopathic effect rescue, plate reader. CPE inhibition, % at 9.99 µM. actives 1.7% (n = 350,000); in the data active = CPE inhibition above about 20%, passing the limit was not always enough; inconclusive = no clear call, values can overlap the other calls; tested in BHK-21 cells;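 note: 0% = median of neutral control wells and 100% = median of positive control wells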
* marks the source's active call; other numbers are inactive results; ? = inconclusive; / = no result given.

1: N#CCCN(C(=O)COC(=O)CNC(=O)C12CC3CC(CC(C3)C1)C2)c1ccccc1
2: O=C(O)CCC(=O)N1CCc2cc(S(=O)(=O)N3CCCCC3)ccc21
3: CC(=O)c1ccc(N2CCN(C(=O)Nc3ccc(C(C)C)cc3)CC2)cc1
4: Cc1ccc(C(=O)Nc2ccc3c4c(cccc24)CC3)cc1[N+](=O)[O-]
5: Cc1ccc(C(=O)COC(=O)CN2C(=O)C3C4CCC(C4)C3C2=O)cc1[N+](=O)[O-] (configuration not stated)
6: CCOc1ccc(NC2=NCC(=O)N2Cc2cccs2)cc1
7: O=C(NC1CCN(Cc2ccccc2)CC1)c1ccc(CS(=O)c2ccc(F)cc2)o1 (configuration not stated)
8: O=C(Cc1ccccn1)N[C@@H]1C=C[C@@H](CC(=O)N2CCCCC2)O[C@H]1CO
Assay by compound	1	2	3	4	5	6	7	8
EWS-Fli block	0	-1	-14	-16	4	/	/	12
ARNT TACC3 PPI	-3	-12	10	-5	/	-4	4	3
Casp6 inh	-1	-2	4	0	-1	26	-10	-1
SIRT5 block	-2	3	-1	0	/	-1	-1	1
PAX8 inh HTS	-11	/	29	16	36	/	-5	0
LGR2 antag	-19	/	-11	-12	/	7	1	9
DENV2 CPE rescue	-6	-4	-6	1	1	/	9	2

Results in LGR2 antag and EWS-Fli block, for some of the entries so far:
entry	structure	LGR2 antag	EWS-Fli block
1	N#CCCN(C(=O)COC(=O)CNC(=O)C12CC3CC(CC(C3)C1)C2)c1ccccc1	-19	0
2	O=C(O)CCC(=O)N1CCc2cc(S(=O)(=O)N3CCCCC3)ccc21	/	-1

Whole records from above. Values in the order: EWS-Fli block | ARNT TACC3 PPI | Casp6 inh | SIRT5 block | PAX8 inh HTS | LGR2 antag | DENV2 CPE rescue
Entry for CC(=O)c1ccc(N2CCN(C(=O)Nc3ccc(C(C)C)cc3)CC2)cc1 : -14 | 10 | 4 | -1 | 29 | -11 | -6
Entry for Cc1ccc(C(=O)Nc2ccc3c4c(cccc24)CC3)cc1[N+](=O)[O-] : -16 | -5 | 0 | 0 | 16 | -12 | 1
Entry for Cc1ccc(C(=O)COC(=O)CN2C(=O)C3C4CCC(C4)C3C2=O)cc1[N+](=O)[O-] (configuration not stated) : 4 | / | -1 | / | 36 | / | 1
Entry for N#CCCN(C(=O)COC(=O)CNC(=O)C12CC3CC(CC(C3)C1)C2)c1ccccc1 : 0 | -3 | -1 | -2 | -11 | -19 | -6
Entry for O=C(O)CCC(=O)N1CCc2cc(S(=O)(=O)N3CCCCC3)ccc21 : -1 | -12 | -2 | 3 | / | / | -4

Next records follow:
9: COC(=O)[C@]1(Cc2ccccc2)N[C@H](CN(C)S(=O)(=O)c2ccc(C(C)(C)C)cc2)[C@@H]2C(=O)N(Cc3ccccc3)C(=O)[C@@H]21
10: C[C@H](CO)N1C[C@H](C)[C@H](CN(C)Cc2ccc3c(c2)OCO3)Oc2ccc(NC(=O)CCCCCC(=O)Nc3ccccc3N)cc2CC1=O
11: COc1ccc(-c2ccc([C@H]3[C@H]4CN(C(=O)C5CCC5)CC(=O)N4[C@H]3CO)cc2)cc1
12: CSc1ccccc1C(=O)Nc1nc2ccccc2[nH]1
13: C[C@H](CO)N1C[C@H](C)[C@H](CN(C)S(C)(=O)=O)Oc2c(NS(C)(=O)=O)cccc2C1=O
14: Nc1ccc2nc(SCC(=O)N3CCOCC3)sc2c1
15: Cc1ccc(S(=O)(=O)Nc2ccc3c(c2)C(=O)N([C@H](C)CO)C[C@H](C)[C@@H](CN(C)Cc2ccc(C(F)(F)F)cc2)O3)cc1
16: COc1ccc(NC(=O)[C@@H]2CC=C[C@@H]3CCN(C4CCCCC4)C(=O)[C@@H]32)cc1
Assay by compound	9	10	11	12	13	14	15	16
EWS-Fli block	-7	?	4	-84	-7	-48	8	-6
ARNT TACC3 PPI	-2	-7	/	-2	-4	7	/	/
Casp6 inh	0	0	3	-3	-1	1	/	/
SIRT5 block	-1	/	-2	-2	-1	-3	/	/
PAX8 inh HTS	-13	3	15	-95	/	-36	26	33
LGR2 antag	-1	9	-10	-59	-7	-60	10	-11
DENV2 CPE rescue	-9	25*	-11	6	3	5	/	/

17: CO[C@@H]1CN(C)C(=O)c2cc(NS(=O)(=O)c3ccccc3F)ccc2OC[C@@H](C)N(S(C)(=O)=O)C[C@H]1C
18: Cc1csc(NC(=O)c2c(-c3ccccc3)noc2C)n1
19: CC(NC(=O)c1cccc(Cn2cc([N+](=O)[O-])cn2)c1)c1ccc(C(C)(C)C)cc1 (configuration not stated)
20: N/C(=N/O)C(c1ccccc1)c1ccccc1
21: CC(=O)N1N=C(c2ccc3ccccc3c2)OC12CCCC2
22: CCCc1ccc(-c2ccc(/C=C/C(=O)O)cc2)nc1
23: CCOCCCn1c(SCC(=O)Nc2cc(C(C)(C)C)nn2-c2ccccc2)nc2ccccc2c1=O
24: Cc1ccc(CNC(=O)C2CC(c3ccc(C(F)(F)F)cc3)=NO2)o1 (configuration not stated)
Assay by compound	17	18	19	20	21	22	23	24
EWS-Fli block	-3	2	14	/	12	56*	/	5
ARNT TACC3 PPI	1	7	-2	-11	0	-5	1	-1
Casp6 inh	0	-5	1	/	5	-1	/	1
SIRT5 block	-1	1	-1	/	-10	-2	/	-9
PAX8 inh HTS	8	2	/	1	5	-19	10	-7
LGR2 antag	21	-2	29	-10	-12	58*	6	-3
DENV2 CPE rescue	5	3	2	/	12	-2	/	4

25: CN(C)c1cccc(C(=O)Nc2nc3ccccc3[nH]2)c1
26: COc1ccccc1CCNC(=O)C(=O)c1cn(CC(=O)N2CCCC2)c2ccccc12
27: Cc1ccsc1/C=N/NC(=O)c1nnn(-c2nonc2N)c1CN(C)c1ccccc1
28: CC(C)C#Cc1cnc2c(c1)C(=O)N([C@@H](C)CO)C[C@@H](C)[C@H](CN(C)C(=O)C1CCC1)O2
29: Fc1ccc(-c2nnc(-c3ccc4ccccc4c3)o2)cc1
30: CCN(c1cccc(C)c1)c1ncnc2nc[nH]c12
31: C[C@H](CO)N1C[C@H](C)[C@H](CN(C)S(=O)(=O)c2ccc(F)cc2)Oc2ccc(NC(=O)CCC(F)(F)F)cc2C1=O
32: CCC(=O)N1[C@H](C(=O)NC2CCC2)[C@@H](CO)[C@@H]2Cn3c(ccc(C4=CCCC4)c3=O)[C@@H]21
Assay by compound	25	26	27	28	29	30	31	32
EWS-Fli block	38	-32	/	23	-31	-9	-6	2
ARNT TACC3 PPI	/	8	1	11	1	1	-3	-7
Casp6 inh	-2	-2	-1	2	4	-5	6	4
SIRT5 block	-7	-2	1	4	/	3	0	-6
PAX8 inh HTS	-14	-26	2	/	-162	-11	4	/
LGR2 antag	?	1	6	19	-25	-1	-11	-9
DENV2 CPE rescue	4	-2	2	3	11	-6	-2	-7

33: COC(=O)CNC(=O)C12CC3CC(C1)CC(c1ccc(C)cc1)(C3)C2
34: CCCc1nnc(NC(=O)CCC(=O)NCCc2ccc(OC)c(OC)c2)s1
35: CSCC[C@@H](C(=O)NCCCCCCCCCCC(=O)N1CCN(C(=O)OC(C)(C)C)CC1)n1cc(CCO)nn1
36: CCc1cc(=O)oc2cc(C)cc(OCC(=O)N3CCC[C@@H]3C(=O)O)c12
37: Cc1cc(NC(=O)CN2C(=O)NC(c3ccccc3)(c3ccc(C)c(C)c3)C2=O)no1 (configuration not stated)
38: Cn1nc(C(=O)NCc2ccccc2)c2c1-c1ccccc1S(=O)(=O)C2
39: CO[C@@H]1CN(C)C(=O)c2cc(NC(C)=O)ccc2OC[C@@H](C)N(Cc2cc(F)ccc2F)C[C@H]1C
40: CC(C)CC1NC(=O)c2cc3ccccc3cc2-n2c1nc1cc(Cl)ccc1c2=O (configuration not stated)
Assay by compound	33	34	35	36	37	38	39	40
EWS-Fli block	2	/	2	0	5	/	1	11
ARNT TACC3 PPI	2	-4	-24	-3	19	0	-2	/
Casp6 inh	-1	/	-1	0	1	1	3	3
SIRT5 block	-3	/	/	/	0	0	13	2
PAX8 inh HTS	-15	17	5	/	8	11	9	36
LGR2 antag	-2	7	14	32	2	16	3	7
DENV2 CPE rescue	-4	/	-2	-8	-6	-5	6	-3

41: CCC(=O)N1CC(=O)N2[C@H](CO)[C@H](c3ccc(-c4ccccc4F)cc3)[C@@H]2C1
42: Cc1ccccc1OCC(=O)Nc1nnc(C2CCCC2)s1
43: N#Cc1ccc(C(=O)NCC2CCCCC2)cc1
44: COc1ccc(-c2ccc3c(c2)[C@H]2[C@H](CCN2C(=O)C2CC2)[C@H](CO)N3C)cc1
45: NS(=O)(=O)c1ccc(N2C(=O)C(=O)/C(=C(/O)c3ccccc3)C2c2ccc(Cl)cc2)cc1 (configuration not stated)
46: Cc1noc(C)c1S(=O)(=O)Nc1cccc2c1O[C@H](CN(C)Cc1ccncc1)[C@H](C)CN([C@@H](C)CO)C2=O
47: CC(C)NC(=O)N(C)C[C@H]1OCCCC[C@H](C)Oc2ccc(NC(=O)Nc3ccc4c(c3)OCO4)cc2C(=O)N([C@@H](C)CO)C[C@H]1C
48: O=C(c1ccccn1)N1CC[C@@H]2[C@H]1c1cc(-c3cccc(F)c3)ccc1N[C@@H]2CO
Assay by compound	41	42	43	44	45	46	47	48
EWS-Fli block	3	/	-14	-3	-2	-8	-4	-38
ARNT TACC3 PPI	/	6	-17	5	23	1	7	3
Casp6 inh	4	0	/	-1	4	1	-2	/
SIRT5 block	-3	4	-5	1	13	-4	2	/
PAX8 inh HTS	/	-27	-19	4	5	/	5	-7
LGR2 antag	4	4	-8	3	-13	-12	0	-28
DENV2 CPE rescue	4	-8	-1	7	2	?	-3	-7

49: Cc1noc(C)c1S(=O)(=O)N(C)C[C@@H]1OCCCC[C@H](C)Oc2ccc(NC(=O)Nc3ccc4c(c3)OCO4)cc2C(=O)N([C@H](C)CO)C[C@H]1C
50: Cn1c(=O)c2[nH]c(SCCN3CCOCC3)nc2n(C)c1=S
51: COc1ccc(S(=O)(=O)N(C)C[C@H]2OCCCC[C@H](C)Oc3ccc(NC(=O)NC(C)C)cc3C(=O)N([C@@H](C)CO)C[C@H]2C)cc1
52: CCNC(=O)C[C@@H]1CC[C@@H]2[C@H](COC[C@H](O)CN2Cc2ccccc2F)O1
53: CCc1ccc(C(C(=O)NCc2ccc(F)cc2)N(C(=O)c2csnn2)C2CC2)cc1 (configuration not stated)
54: C[C@@H]1CCCCO[C@@H](CN(C)S(=O)(=O)c2ccc(Cl)cc2)[C@@H](C)CN([C@H](C)CO)C(=O)c2cc(NC(=O)C3CCCCC3)ccc2O1
55: C=CCn1c(=O)c2ccccc2n2c(SCC(=O)Nc3sc(C)c(CC)c3C(=O)OCC)nnc12
56: Cc1ccc(S(=O)(=O)N2CC[C@@H]3[C@@H](CO)N(C)c4ccc(-c5ccccc5F)cc4[C@@H]32)cc1
57: C[C@@H]1CN([C@H](C)CO)C(=O)c2cccc(NC(=O)Nc3ccc(C(F)(F)F)cc3)c2O[C@H]1CN(C)S(=O)(=O)c1ccccc1
58: CCCN1CN(c2ccccc2)C(=S)N(c2ccccc2)C1
Assay by compound	49	50	51	52	53	54	55	56	57	58
EWS-Fli block	6	5	-5	-7	1	0	/	6	7	-9
ARNT TACC3 PPI	-1	6	-1	-8	-1	-9	2	23	/	-4
Casp6 inh	/	1	0	9	-1	-1	/	1	/	0
SIRT5 block	/	3	0	0	/	7	/	6	/	0
PAX8 inh HTS	11	10	15	-1	16	-8	1	10	7	5
LGR2 antag	-3	21	3	-15	-3	-1	7	-13	-1	-11
DENV2 CPE rescue	27*	1	-5	-3	-4	-6	/	7	/	16
